High-throughput results (PubChem BioAssay)
AID2073: inhibitors of Mint1-CaV2.2 protein interaction, biochemical, HTRF (AID 2073); Voltage-dependent N-type calcium channel subunit alpha-1B (Homo sapiens); HTRF protein-protein interaction, Mint1-CaV2.2; higher % means a stronger effect; one-dose inhibition, % at 20 µM; IC50 in µM for titrated hits; hit rate 0.19% among 290,000; in the data active means inhibition mostly above about 51%, no sharp cut-off; inconclusive means no clear call, values can overlap the other calls; inactive means mostly below about 53%; further: some results filed as inactive read as strong as hits
Dengue-2 NS5 capping: Dengue-2 NS5 methyltransferase inhibitors, primary screen, biochemical, confirmation dose response (AID 588689); Genome polyprotein (Dengue virus type 2 (strain 16681-PDK53)); Dengue-2 NS5 methyltransferase capping enzyme assay, biochemical; higher % means a stronger effect; inhibition, % at 25 µM; hits with a dose series show IC50 in µM; hit rate 0.3% among 340,000; in the data active means a potency from the dose series; inconclusive means inhibition above about 29% without an active follow-up result
LYP phosphatase: inhibitors of LYP phosphatase, biochemical, fluorescence intensity, uHTS (AID 1779); recombinant LYP phosphatase, fluorescence intensity; higher % means a stronger effect; hit rate 0.054% among 290,000; inhibition, % at 11.5 µM; hits with a dose series show IC50 in µM;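 further: plate controls were vehicle with enzyme for no effect and no enzyme for full effect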
Lipid droplet: inhibitors of hepatocyte lipid droplet formation, primary screen, imaging, high-throughput imaging, BODIPY stain; AML12 mouse hepatocytes, oleate lipid droplets; inhibition, % at 6.5 µM; hit rate 0.4% among 240,000; AID 1656, 2009;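 active means lipid droplet intensity inhibited by at least 50%, with more than 500 cells counted; inconclusive means wells with under 300 cells, treated as cytotoxic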
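Test system: AML12 hepatocytes (mouse); reagent: oleate loading, 100 µM; dosing: one dose, 6.5 µM compound; incubation: overnight exposure; signal: fluorescence imaging, 20x objective, two fields per well; read-out basis: % inhibition of corrected integrated BODIPY droplet signal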
Myeloid diff 2: induction of myeloid progenitor differentiation, primary screen, cell-based, flow cytometry, MLPCN library; ER-HoxA9 myeloid progenitors, lysozyme-GFP differentiation; calls only at 10 µM; hit rate 1% among 360,000; AID 624256, 2012;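 active means normalized GFP-positive differentiation at or above the plate's own cutoff, the solvent-only control mean plus 3 SD; inconclusive means no clear call, values can overlap the other calls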;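 further: cells exposed to compound for four days before flow analysis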
SIAH1 antagonists: Siah-1 peptide-binding antagonists, primary screen, biochemical, fluorescence polarization, rhodamine-plectin, uHTS (AID 1817) | E3 ubiquitin-protein ligase SIAH1 (Homo sapiens) | Siah-1 / rhodamine-plectin peptide fluorescence polarization; higher % means a stronger effect | displacement, % at 20 µM; hits with a dose series show IC50 in µM | hit rate 0.02% among 290,000;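 active means displacement of at least 50% at 20 µM, with a fluorescence ratio check between 0.3 and a set limit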;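 further: plate controls were Siah plus tracer with DMSO for no effect and tracer alone without Siah for full effect; strong numbers were not always called active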
NOD2 inhibition: NOD2 signaling inhibitors, cell-based, luminescence, uHTS, HEK293 (AID 1566). HEK293 NOD2/NF-kB luciferase reporter, luminescence; higher % means a stronger effect. inhibition, % at 4 µM, or EC50 in µM where a hit was titrated. hit rate 0.63% among 290,000; further: many of its hits are not listed in these tables
XIAP antagonists: XIAP antagonists, biochemical, IAP family, fluorescence polarization (AID 1018) | one-dose displacement, % at 20 µM; IC50 in µM for titrated hits | XIAP BIR domain, fluorescence polarization peptide displacement; higher % means a stronger effect | E3 ubiquitin-protein ligase XIAP (Homo sapiens) | hit rate 0.007% among 200,000; in the data active means displacement above about 50%; further: a part of the inactive calls stands beside numbers as strong as those of hits
HIV peptide binding: inhibitors of HIV fusion peptide binding, primary screen, biochemical, uHTS, fluorescence dequenching (AID 1986); cell-free peptide binding, fluorescence dequenching, 30 min; higher % means a stronger effect; inhibition, % at 20 µM; hits with a dose series show IC50 in µM; hit rate 0.3% among 290,000; in the data active means inhibition mostly above about 52%, no sharp cut-off; inactive means mostly below about 76%; further: some results filed as inactive read as strong as hits
Lipid droplet cells 6.5 µM: second read-out of Lipid droplet, no call of its own (marks repeat the call); cell count; measured here: cell count, cytotoxicity flag;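 cells counted across two imaged fields per well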
Dengue-2 NS5 capping pilot replicate: further read-out of Dengue-2 NS5 capping, marked with its call; inhibition, %; measured here: pilot screen replicate inhibition
Myeloid diff 2 GFP+ MAC1+ %: further read-out of Myeloid diff 2, marked with its call; GFP+ MAC1+ double positive, %; measured here: differentiation confirmed by MAC1 staining
The depositor's hits bear a star; i = inactive; ? = inconclusive; . = no result given; + = active, no number; & = joins results of further samples; ! = repeats disagree. Unless noted, no stated cut-off is given here; in the data, active means inhibition above about 50%; inactive means the rest. Some of the compounds tested, so the mix of outcomes need not match the whole.

SMILES	AID2073	Dengue-2 NS5 capping	LYP phosphatase	Lipid droplet	Lipid droplet cells 6.5 µM	Myeloid diff 2	Myeloid diff 2 GFP+ MAC1+ %	SIAH1 antagonists	NOD2 inhibition	XIAP antagonists	HIV peptide binding	others
CCOc1ccccc1NC(=O)c1nc(-c2ccccc2)oc1C	19%	-3%	-3%	2	751	i	0.1	-1%	13%	-4.1%	4.3%
CCCN1CCN(CCCNC(=S)Nc2ccc(F)cc2)CC1	0%	-1%	5%	0	684	i	0.4	4%	-18%	-6.0%	-1.4%
COCCn1c(=S)[nH]c2sc3c(c2c1=O)CCC(C)C3 (configuration not stated)	19%	1%	-5%	-9	780	i	0.9	9%	7%	.	1.3%
Cc1cc(C(=O)COC(=O)C2=COCCO2)c(C)n1-c1ccc2c(c1)OCO2	-12%	1%	0%	.	.	i	1.6	1%	-17%	-1.2%	-1.0%
COCCCn1c(-c2ccc(Cl)cc2)n[nH]c1=S	10%	-10%	-8%	2	774	i	0.7	-1%	21%	-3.6%	-0.9%
NC(=O)CSc1oc(-c2ccco2)nc1S(=O)(=O)c1ccc(F)cc1	1%	6%	-8%	0	779	i	1.4	2%	-5%	.	1.2%
O=C(O)c1cccc(S(=O)(=O)N(Cc2ccccc2)c2cccc(C(F)(F)F)c2)c1	0%	13%	-4%	-1	795	i	0.5	4%	6%	.	15%
Cc1ccc(NC(=O)CSc2nc3ccc(Nc4nc(N5CCOCC5)nc(N5CCOCC5)n4)cc3s2)cc1	36%	-3%	4%	39	735	i	0.9	-4%	7%	.	-1.7%
O=C(OCc1ccccc1)N1CCOCCN(C(=O)OCc2ccccc2)CCOCC1	-4%	-1%	-7%	-10	753	i	1.6	-2%	21%	-2.4%	-0.8%
Cc1ccc(N2CC(C(=O)Nc3ccc(S(=O)(=O)N4CCOCC4)cc3)CC2=O)cc1 (configuration not stated)	2%	-4%	-5%	4	703	i	3.8	3%	4%	-3.7%	1.5%

Gathered by group: the entries above containing fluorine (3)
SMILES	AID2073	Dengue-2 NS5 capping	LYP phosphatase	Lipid droplet	Lipid droplet cells 6.5 µM	Myeloid diff 2	Myeloid diff 2 GFP+ MAC1+ %	SIAH1 antagonists	NOD2 inhibition	XIAP antagonists	HIV peptide binding	others
CCCN1CCN(CCCNC(=S)Nc2ccc(F)cc2)CC1	0%	-1%	5%	0	684	i	0.4	4%	-18%	-6.0%	-1.4%
NC(=O)CSc1oc(-c2ccco2)nc1S(=O)(=O)c1ccc(F)cc1	1%	6%	-8%	0	779	i	1.4	2%	-5%	.	1.2%
O=C(O)c1cccc(S(=O)(=O)N(Cc2ccccc2)c2cccc(C(F)(F)F)c2)c1	0%	13%	-4%	-1	795	i	0.5	4%	6%	.	15%

(next part)
SMILES	AID2073	Dengue-2 NS5 capping	LYP phosphatase	Lipid droplet	Lipid droplet cells 6.5 µM	Myeloid diff 2	Myeloid diff 2 GFP+ MAC1+ %	SIAH1 antagonists	NOD2 inhibition	XIAP antagonists	HIV peptide binding	others
CC1(c2nnc(-c3ccccc3)o2)CC(c2ccc(Cl)cc2)=NO1 (configuration not stated)	-8%	-2%	-1%	.	.	i	1.1	2%	16%	.	-0.7%
CCc1ccc(C(C)NC(=O)c2ncn[nH]2)cc1 (configuration not stated)	1%	2%	0%	-1	655	i	0.6	6%	7%	-1.2%	2.4%
COc1ccc(C2CC(O)(c3ccccc3)Oc3cc(OC)c(OC)c(OC)c32)cc1 (configuration not stated)	8%	-2%	4%	6	707	i	0.8	-8%	-21%	.	-3.6%
O=C(NCCCC1CCCC1)C1CCC(=O)N(Cc2cccc(C(F)(F)F)c2)C1 (configuration not stated)	-8%	-3%	-5%	-4	685	+	1.7*	-1%	-11%	.	0.7%
Cc1cc(CC(C)C)n(-c2nc3ccccc3c(=O)n2OCC(=O)N(C)C)n1	-1%	.	-2%	.	.	i	1.3	1%	6%	-26%	-0.9%
CCCCCCC(=O)N(O)C1CC(=O)N(c2ccc(C)cc2)C1=O (configuration not stated)	12%	-3%	-8%	15	776	i	5.6	3%	-13%	-3.5%	0.2%	Dengue-2 NS5 capping pilot replicate=-8.5
CCc1c(C)nc2c(-c3ccccc3OC)c(C)[nH]n2c1=O	14%	-8%	-9%	-1	847	i	0.6	-2%	0%	.	-2.3%
Cn1c(=O)c2c(nc(Br)n2Cc2c(F)cccc2Cl)n(C)c1=O	-1%	.	-12%	.	.	.	.	-6%	1%	-4.0%	-1.4%
Cc1ccc(NC(=O)CSc2nc3ccccc3nc2N2CCOCC2)cc1	-3%	1%	-4%	0	729	i	2.6	2%	-10%	.	-0.1%
O=C(CN1C(=O)CCS(=O)(=O)c2ccccc21)Nc1ccc(Cl)cc1	12%	-8%	-6%	1	696	i	0.0	10%	3%	.	-0.1%
Cc1nc(C)c(C(=O)NNS(=O)(=O)c2ccc3ccccc3c2)s1	-1%	1%	-17%	2	640	i	1.1	-2%	.	-3.1%	1.4%
COc1ccc(N/N=C(/N=Nc2nc(C)cc(=O)[nH]2)c2ccccc2)cc1	-4%	13%	-4%	-70	395	.	.	-6%	-67%	-2.5%	-5.4%
CCN1C(=O)c2cccc3c(S(=O)(=O)Nc4ccccc4O)ccc1c23	5%	-4%	-5%	-12	790	i	1.4	6%	24%	.	-2.8%
CCn1c(SCc2cccc(OC)c2)nc2ccccc2c1=O	7%	-6%	-7%	-43	791	i	1.0	-2%	20%	.	1.0%
COc1cc2c(cc1OC)CN(C(=O)c1ccc([N+](=O)[O-])o1)CC2	7%	0%	-2%	2	702	i	0.5	3%	16%	.	0.4%
CC1Cc2ccccc2N1S(=O)(=O)c1cccs1 (configuration not stated)	0%	-2%	-1%	-32	697	i	3.1	3%	-5%	60%	-1.7%
N#CCCn1c(=O)n(CCC#N)c2ccccc21	6%	.	-6%	-6	673	i	0.3	6%	-2%	-3.7%	11%
COc1cc(NC(=O)c2ccc(N)nc2)cc(C(=O)Nc2cccc(C(F)(F)F)c2)c1	14%	-30%&-13%	-5%	7	735	+!	7.1*!	21%	-18%	.	1.4%
CN(C)S(=O)(=O)c1cccc(NC(=S)NC23CC4CC(CC(C4)C2)C3)c1	-9%	-11%	-2%	13	858	i	0.2	-1%	27%	.	2.1%
COc1ccc(NC(=O)[C@@H]2CCCN2C(=O)[C@@H]2Cc3ccccc3CN2C(=O)OC(C)(C)C)cc1	7%	4%	-4%	-2	735	?	.	-6%	-44%	.	-1.5%
COc1ccc(/C=C/C(=O)Nc2ccccc2)cc1OC	-7%	-8%	3%	-2	701	i	0.3	1%	-97%	-4.6%	-0.2%
O=C(CSc1nc2ccccc2s1)N1c2ccccc2Sc2ccccc21	19%	-7%	7%	.	.	i	0.9	0%	11%	0.5%	1.3%
COc1ccc(-n2c(C)c(C(=O)O)c3cc(OC)c4ccccc4c32)cc1	13%	-5%	3%	14	810	i	0.3	4%	21%	.	4.6%
Cc1cc(C)c(C)c(N=Nc2nc3ccccc3n2C)c1C	-1%	8%	2%	15	673	i	1.1	-3%	-30%	-11%	-5.2%
Cc1nc(-c2cccnc2)sc1C(=O)Nc1ccc(C(F)(F)F)cc1	6%	-2%	8%	-2	621	.	.	0%	39%	-2.8%	0.0%
CN(C)/C=C1/C=C(C=O)OC1=O	1%	-7%	-8%	0	685	i	0.7	4%	12%	.	-0.5%
COc1ccc(NC(=O)CCCc2ccccc2)c(OC)c1	3%	1%	-7%	1	826	i	0.7	2%	-7%	.	1.0%
O=C(CC1NCCc2ccccc21)Nc1ccccc1Cl (configuration not stated)	12%	-2%	-8%	18	676	i	0.1	4%	9%	-4.8%	0.9%
CC(=O)N1c2ccc(S(=O)(=O)NCCc3ccccc3)cc2CC1C (configuration not stated)	1%	-7%	-6%	-7	690	i	2.9	2%	36%	.	1.5%
CCc1nc(OCc2ccccc2)c2sc3nc4c(cc3c2n1)COC(C)(C)C4	-2%	1%	3%	2	803	i	17	4%	26%	-5.2%	1.2%
CC1(C)Cc2ccccc2-c2nnc(-c3ccccn3)n21	0%	-1%	-3%	.	.	i	1.0	-5%	-19%	2.9%	-1.1%
CCSc1nnc(NC(=O)c2ccc(C)cc2)s1	6%	-3%	-2%	7	759	i	5.3	-3%	-98%	-1.6%	1.3%
COc1ccccc1-c1ocnc1C(=O)N1CCN(C(=O)C(c2ccccc2)c2ccccc2)CC1	2%	0%	-4%	2	671	i	0.4	-6%	-1%	.	0.3%
CC(=O)N1CCN(S(=O)(=O)c2ccc(S(=O)(=O)NC3CC3)cc2)CC1	-1%	-2%	-6%	0	725	i	1.8	4%	12%	-0.7%	-1.4%
NS(=O)(=O)c1cc(C(=O)NCC2CCCCC2)ccc1Cl	6%	-2%	-12%	21	742	i	5.4	3%	-7%	.	-0.6%
Cc1ccc(OCC(=O)NNC(=O)C2CCN(c3nccc(C)n3)CC2)cc1	2%	-1%	-9%	.	.	i	14	2%	11%	1.0%	-2.2%
Cc1ccccc1NC(=O)Nc1c(C)n(C)n(-c2ccccc2)c1=O	-2%	2%	-14%	12	685	i	0.5	0%	14%	.	0.0%
Cc1ccc2cccc(NC(=O)C(F)(F)F)c2n1	-19%	-3%	-4%	1	709	i	0.8	-2%	8%	-7.1%	0.7%
Cc1cccc(-n2nc(C)c3c(C(=O)O)cc(-c4cccs4)nc32)c1	32%	-1%	1%	26	686	i	0.2	4%	33%	-3.2%	33%
CCc1nc(SCc2ccc(OC)cc2)n[nH]1	0%	-1%	-5%	0	784	i	0.3	-1%	-11%	.	0.7%
Cc1cccc2c1cnn2C(=O)CCC(=O)NCC(C)c1ccccc1 (configuration not stated)	4%	3%	-5%	0	809	i	3.1	13%	16%	.	-0.4%
Cc1cccc(Cc2nnc(CCC(=O)N3CCCCC3c3nccs3)o2)c1 (configuration not stated)	3%	-2%	1%	-2	664	i	0.1	0%	1%	-4.3%	0.9%
O=C(N/N=C/c1ccc(O)cc1)NC12CC3CC(CC(C3)C1)C2	8%	3%	1%	2	854	i	0.6	-1%	-23%	.	1.0%
O=c1oc2c(-c3cccc(F)c3)cc(O)cc2s1	17%	-4%	0%	22	690	i	0.3	4%	20%	-3.5%	-2.1%
